GAA glycogen – alters human alpha-glucosidase cleavage of glycogen; recombinant GAA, glycogen substrate, Amplex Red glucose oxidase fluorescence; Potency, µM (highest dose often 76.4 µM), without a hit: at the top dose activity change, negative = inhibition, hits mostly inhibitors; actives 0.38% (n = 300,000); AID 2100; active = well fitted inhibition curve with a large enough effect; inconclusive = small, poorly fitted or top-dose-only effect, or another doubt; inactive = no such curve, though single readings can be large or run the other way;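 also: 0% = full enzyme reaction and -100% = no-enzyme basal signal; the screen sought inhibitors and activators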
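Recombinant human enzyme (4 nM); glycogen substrate; 37 C, 40 min, pH 5.0. Readout: coupled glucose oxidase/Amplex Red fluorescence.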
An asterisk follows results filed as active; ? = inconclusive; [ ] = another dose, or the depositor's remark. Potency is read from the fitted curve at half-maximal effect.

SMILES | GAA glycogen
CCC(=O)N1CCc2cc(Br)cc(S(=O)(=O)N3CCN(c4ccccc4)CC3)c21 | -4%[76.3 µM]
CC(Cc1ccc(Cl)cc1)N1CCC(n2nccc2NC(=O)C2CCCC2)CC1 (stereo not given) | 1%[76.3 µM]
CC1(C)CC2CC(C)(CN2C(=O)c2cc(-c3ccc(F)cc3)on2)C1 (stereo not given) | -2%[76.3 µM]
CCC1CCC(N2CCN(c3ccccc3F)CC2)CC1 (stereo not given) | -5%[76.3 µM]
Cc1ccc(C)c(N2CCN(S(=O)(=O)c3c(C)nc4sccn4c3=O)CC2)c1 | -19%[76.3 µM]
CN(c1ccccc1)S(=O)(=O)c1ccc(NC(=O)C2CC2)cc1 | 0%[76.3 µM]
Cc1ccc(S(=O)(=O)c2cn(CC(=O)Nc3ccc4c(c3)OCO4)c3ccc(F)cc3c2=O)cc1 | 12%[76.3 µM]
CC(CN1C(C)CCCC1C)OC(=O)c1cccc(F)c1 (stereo not given) | -2%
CCOC(=O)c1cccc(Nc2c3c(nc4ccccc24)CCC3)c1 | 17%[76.3 µM]
CC(=O)Oc1ccc(C(=O)Nc2cc(C)on2)cc1 | 1%[76.3 µM]
COc1ccc(CNCCc2ccc([N+](=O)[O-])cc2)c(OC)c1OC | 15%[76.3 µM]
COc1c(Cl)ccc(Cl)c1C(=O)NC(=O)Nc1nc(C)cc(C)n1 | 2%[76.3 µM]
O=C(Cc1ccc(F)cc1)NC1CCCCCC1 | 4%[76.3 µM]
Cc1ccccc1NC(=O)NC1(C(=O)NCC2CCCO2)CCCCC1 (stereo not given) | 2%
C=CCCC(=O)N1CCCC(Cc2cccc(Cl)c2)(C(=O)OCC)C1 (stereo not given) | 2%[76.3 µM]
O=C(Nc1ccc(Cl)cn1)c1ccccc1SCc1ccccc1 | 0%[76.3 µM]
Cc1cccc(-c2nc(Cn3c(SCc4cccc(C(F)(F)F)c4)nc4ccncc43)c(C)o2)c1 | -5%[76.3 µM]
Cc1ccc(OCC(=O)NCCCNC(=O)c2cccnc2)cc1C | 0%[76.3 µM]
COc1ccc(CC(=O)N(C)CC(=O)Nc2cccc(F)c2)cc1S(=O)(=O)N1CCOCC1 | -3%[76.3 µM]
Cc1cccc(C(=O)Nc2c(-c3ccccc3)nc3cc(C)ccn23)c1 | -7%[76.3 µM]
Cc1cc(C(=O)Nc2cc(Br)ccc2O)on1 | -12%
CCNc1nc(OC)nc(N(OC)S(=O)(=O)c2ccc(C)cc2)n1 | -3%
COc1ccc(NC(=O)CC(C)CC(=O)NCc2ccc(F)cc2)c(OC)c1 (stereo not given) | 5%[76.3 µM]
CCOc1ccc(S(=O)(=O)Nc2ccc(OC)nc2)cc1 | -9%[76.3 µM]
O=C(Nc1ccnn1C1CCN(C(=O)c2cccc(Cl)c2)CC1)C1CCOC1 (stereo not given) | 0%[76.3 µM]

Of the compounds above, these have bromine:
SMILES | GAA glycogen
CCC(=O)N1CCc2cc(Br)cc(S(=O)(=O)N3CCN(c4ccccc4)CC3)c21 | -4%[76.3 µM]
Cc1cc(C(=O)Nc2cc(Br)ccc2O)on1 | -12%

3 entries out of the list above, arranged by the value under GAA glycogen, smallest number first.
SMILES | GAA glycogen
Cc1cc(C(=O)Nc2cc(Br)ccc2O)on1 | -12%
CCNc1nc(OC)nc(N(OC)S(=O)(=O)c2ccc(C)cc2)n1 | -3%
Cc1ccccc1NC(=O)NC1(C(=O)NCC2CCCO2)CCCCC1 (stereo not given) | 2%

The listing continues.
SMILES | GAA glycogen
COc1ccc(C)cc1NC(=O)CN1CCN(c2ccccn2)CC1 | -9%
Cc1ccccc1OCC(O)CNC1CCCC1 (stereo not given) | -2%[76.3 µM]
COc1cc(-c2nc3ccccn3c2Nc2ccccc2C)ccc1O | ?
COc1cc2ccccc2cc1C(=O)Nc1nc(C)c(C(C)=O)s1 | 0%[76.3 µM]
Cc1ccc(C)c(CN2C(=O)c3ccccc3S(=O)(=O)c3ccc(C(=O)NCCc4ccc(Cl)cc4)cc32)c1 | 0%[76.3 µM]
Cc1ccc(NS(=O)(=O)c2c(C)[nH]c(=O)[nH]c2=O)cc1F | 4%
CCN(CC(=O)NCc1ccc(F)cc1)C(=O)c1ccc(C)o1 | 1%[76.3 µM]
Cc1ccc(C(=O)Nc2ccc(F)cc2)cc1S(=O)(=O)N1CCCCCC1 | -14%[76.3 µM]
CCOc1ccccc1NC(=O)Cn1c(=O)n(Cc2ccco2)c(=O)c2ccc(C(=O)NC3CCCC3)cc21 | -17%[76.3 µM]
CN(C)C(=O)Cn1c(=O)n(S(=O)(=O)c2ccccc2)c2ccccc21 | 2%[76.3 µM]
O=C(c1cc(-c2ccc(Br)cc2)on1)N1CCCC1 | -4%[76.3 µM]
COC(=O)c1ccc(/C=N/n2c(C)nc3ccccc3c2=O)cc1 | -8%
CC(=O)N1c2ccccc2CCc2ccc(N)cc21 | 8%[76.3 µM]
CCOc1ccc(C(=O)N(Cc2nc(-c3cccc(C)c3)no2)C(C)C)cc1 | -9%[76.3 µM]
COc1ccc(S(=O)(=O)NCCCn2ccnc2)cc1Cl | -4%[76.3 µM]
CCOC(=O)c1cnc2c(OC)cccc2c1N1CC(C)CC(C)C1 (stereo not given) | -13%
CC(C)C(C(=O)NCC1CCCO1)N(C(=O)CNS(=O)(=O)c1ccccc1)c1ccc(F)cc1 (stereo not given) | 1%
O=S(=O)(Nc1ccc(F)cc1)N1CCOCC1 | 2%
Cc1cc(C)cc(NC(=O)CCN2CCOCC2)c1 | 14%[76.3 µM]
Cc1ccc(S(=O)(=O)NCc2cccnc2)cc1 | 1%[76.3 µM]
O=C(CN(C(=O)CCC(=O)Nc1nccs1)c1cccc(F)c1)NCc1ccc2c(c1)OCO2 | -8%
CCN(CC)CCOC(=O)c1ccc(NC(=O)c2cc3c(s2)-c2ccccc2OC3)cc1 | -4%[76.3 µM]
C=CCc1ccccc1OCC(=O)NNC(=S)NCc1ccccc1 | -28%[76.3 µM]
Nc1nonc1-n1nnc(C(=O)N/N=C/c2ccc(F)cc2)c1-c1cccs1 | 4%[76.3 µM]
CSc1ncc(C(=O)Nc2ccc(C(C)=O)cc2)c(C)n1 | -6%

Other compounds follow.
SMILES | GAA glycogen
CC(=O)c1cccc(OCc2cc(C(=O)N3C[C@H]4CC[C@H]3C4)no2)c1 | -8%[76.3 µM]
CC1(C)CC(=O)N(c2cccc(C(F)(F)F)c2)C(=O)C1 | -9%[76.3 µM]
CCc1ccc(-c2nc(SCC(=O)N(CCOC)c3c(N)n(Cc4ccccc4)c(=O)[nH]c3=O)n[nH]2)cc1 | 0%[76.3 µM]
CC(=O)Nc1c2c(nn1-c1ccc(Cl)cc1)CSC2 | -4%[76.3 µM]
CCOC(=O)N1CCN(C(=O)c2cn(C)c3ccc(S(=O)(=O)N(C)C4CCCCC4)cc3c2=O)CC1 | 0%[76.3 µM]
Cc1ccc(-n2nc3ccc(NC(=O)c4oc5ccc(C)cc5c4C)cc3n2)cc1 | -4%[76.3 µM]
CSc1cccc(CNC(=O)C2CCC(=O)N(Cc3cccc(C(F)(F)F)c3)C2)c1 (stereo not given) | -5%[76.3 µM]
O=C(CC1CCCC1)Nc1ccc(Br)cc1 | -6%
CCCS(=O)(=O)N1CCc2ccc(NC(=O)C3CCCO3)cc2C1 (stereo not given) | 0%[76.3 µM]
CC(C)CCn1c(N2CCCC2)nc2c1c(=O)[nH]c(=O)n2C | 0%[76.3 µM]
COc1cccc(NC(=S)N2CCN(S(=O)(=O)c3ccccc3)CC2)c1 | -9%[76.3 µM]
COc1cc(OC)nc(Oc2cccc(C(F)(F)F)c2)n1 | 0%
Cc1cc(N2C(=O)C(O)=C(C(=O)c3ccco3)C2c2cccc(O)c2)no1 (stereo not given) | -10%[76.3 µM]
CCOC(=O)C1CCN(C(=O)CCC2CCCC2)CC1 | -2%[76.3 µM]
Cc1ccc2c(=O)cc(C(=O)Nc3ccc(S(=O)(=O)Nc4ncccn4)cc3)oc2c1C | 15%[76.3 µM]
O=C1NC(=Nc2ccccc2)SC1(CO)CO | -2%[76.3 µM]
COc1ccc2nc3sc(C(=O)Nc4ccccc4F)cc3cc2c1 | 15%[76.3 µM]
CC(C)(C)c1ccc(C(=O)N/C(=C\c2cccs2)C(=O)N2CCOCC2)cc1 | 11%
COc1ccc(NC(=O)CCS(=O)(=O)c2nc(-c3ccc4c(c3)OCO4)cc(C(F)(F)F)n2)c(OC)c1 | 7%[76.3 µM]
O=C(Cn1c(=O)n(-c2ccccc2)c(=O)c2c3c(sc21)CCCC3)Nc1ccc(F)cc1 | 10%[76.3 µM]
CCc1ccc(C2C(C#N)=C(N)N(N(C)C)C3=C2C(=O)CCC3)cc1 (stereo not given) | ?
O=[N+]([O-])c1ccc(CS(=O)(=O)c2ncn[nH]2)cc1 | -3%
CCC(Cc1ccccc1)NC(=O)CCc1ccccc1 (stereo not given) | 0%[76.3 µM]
COc1ccc(C)cc1Nc1nc2ccccc2c2nnc(C)n12 | -16%[76.3 µM]
Cn1c2c(c3ccccc31)CCN1CCC[C@]21c1ccccc1 | -5%

(more compounds)
SMILES | GAA glycogen
O=S(=O)(c1ccc(Cl)cc1)N1CCCc2ccccc21 | 7%[76.3 µM]
O=C(c1cc(COc2ccc(F)cc2Cl)on1)N1CC2C[C@@H]3CC1C[C@H](C2)C3 | -12%[76.3 µM]
CCOc1ccc(N2C=Nc3ccc(OCC)cc3C2)cc1 | -7%
Cc1sc2ncnc(NCC(O)c3ccccc3)c2c1C (stereo not given) | -4%
CN1C(=O)NC(c2ccc(Cl)cc2)C2=C1CC(C)(C)CC2=O (stereo not given) | -1%
COc1ccc(Cn2c(=O)[nH]c3cc(C(=O)N4CCN(c5cccc(Cl)c5)CC4)ccc3c2=O)cc1 | 13%[76.3 µM]
C=CCn1c(SCc2ccc(Br)cc2F)nc2cc(C(=O)O)ccc2c1=O | -18%[76.3 µM]
O=C(CCN1CCOCC1)N1CCCC(Nc2cccc(F)c2)C1 (stereo not given) | -1%[76.3 µM]
Cc1cccc(N2C(=O)c3ccc(C(=O)Nc4cccc(C(=O)O)c4)cc3C2=O)c1 | -5%
O=C(Cc1ccc(Cl)cc1)Nc1ccccc1C(=O)N1CCCC1 | 4%[76.3 µM]
NC(=O)COc1cc2oc(=O)c3c(c2cc1Cl)CCCC3 | 4%[76.3 µM]
COc1ccc(CCNC(=O)c2ccc3c(c2)N(Cc2ccccc2F)C(=O)c2ccccc2S3(=O)=O)cc1OC | -14%[76.3 µM]
Cc1ccc(NC(=O)CCc2nnc3ccc(N4CCC(C)CC4)nn23)nc1 | -22%[76.3 µM]
Cc1ccccc1CN(C)C(=O)CNC(=O)c1ccc2ccccc2c1 | 0%
CC(O)(CS(=O)(=O)c1ccc(Br)cc1)c1ccccc1 (stereo not given) | -12%
COc1ccc2[nH]cc(CCNC(=O)COc3ccc4ccc(=O)oc4c3)c2c1 | 19%[76.3 µM]
O=C(N=C1SC2CS(=O)(=O)CC2N1Cc1ccc(Cl)cc1)C1CC1 (stereo not given) | 0%[76.3 µM]
CCCCC[C@H]1CN(CCCC)C(=O)[C@@H]1CC(=O)NCc1ccccc1 | -6%[76.3 µM]
COc1ccc(-n2nc(C(=O)NCC(=O)N3CCC(C(N)=O)CC3)c3ccccc3c2=O)cc1 | 6%[76.3 µM]
COc1ccc(-c2nc3n(n2)C(c2ccc(O)cc2)C(C(=O)Nc2cccnc2)=C(C)N3)cc1OC (stereo not given) | ?
COc1ccc(-n2c(=O)c3sc4ccccc4c3n(C)c2=O)cc1 | 2%[76.3 µM]
COC(=O)C1CN(C(=O)COc2ccccc2C)c2ccccc2O1 (stereo not given) | -5%
CCN(CC)CCCN(C(=O)c1ccccc1F)c1nc(-c2ccc(OC)cc2)cs1 | 1%[76.3 µM]
O=C(NCc1ccccc1)c1ccc2c(c1)CCN2S(=O)(=O)c1ccc(Cl)cc1 | 9%[76.3 µM]
CCOC(=O)c1c(Nc2ccc(C)cc2)nnc(-c2ccccc2)c1-c1ccccc1 | 6%[76.3 µM]

Random excerpt: two compounds from above
SMILES | GAA glycogen
COc1ccc(CC(=O)N(C)CC(=O)Nc2cccc(F)c2)cc1S(=O)(=O)N1CCOCC1 | -3%[76.3 µM]
CC(=O)Oc1ccc(C(=O)Nc2cc(C)on2)cc1 | 1%[76.3 µM]

Other results:
SMILES | GAA glycogen
O=C(O)c1c(NC(=O)N(CCO)Cc2ccccc2)sc2c1CCCC2 | -2%
Clc1cccc(OCCCCCN2CCOCC2)c1 | 12%[76.3 µM]
CC(C)Sc1nc2c(cnn2-c2ccc(Cl)cc2)c(=O)[nH]1 | 2%
Cc1ccc2oc(C(=O)N3CCN(Cc4ncccc4C)CC3)c(C)c2c1 | -7%[76.3 µM]
Cc1ccnc(SCC(=O)NC2CC2)n1 | 0%[76.3 µM]
CCN(CC)CCNC(=S)Nc1ccc2nc(N3CCN(CC)CC3)cc(C)c2c1 | -9%
c1cncc(CNCc2ccco2)c1 | 1%
CCOC(=O)c1c(-c2ccccc2)csc1NC(=O)c1nc(S(=O)(=O)CC)ncc1Cl | -8%[76.3 µM]
O=C1CCCN2N=C(SCC(=O)Nc3ccccc3C(F)(F)F)SC2=N1 | -3%[76.3 µM]
COc1cc(NC(=O)CCS(=O)(=O)c2nc(-c3ccc4c(c3)OCO4)cc(C(F)(F)F)n2)cc(OC)c1OC | 5%[76.3 µM]

Individual results from above.
CCN(CC)CCNC(=S)Nc1ccc2nc(N3CCN(CC)CC3)cc(C)c2c1 in GAA glycogen is entered as -9%
O=C(O)c1c(NC(=O)N(CCO)Cc2ccccc2)sc2c1CCCC2 in GAA glycogen is entered as -2%
CC(C)Sc1nc2c(cnn2-c2ccc(Cl)cc2)c(=O)[nH]1 in GAA glycogen is entered as 2%
Cc1ccnc(SCC(=O)NC2CC2)n1 in GAA glycogen is entered as 0%[76.3 µM]
c1cncc(CNCc2ccco2)c1 in GAA glycogen is entered as 1%

These rows are one share of the data; rates above refer to the full screens.
